# Compound activity from PubChem.
# HSP90 refold inh: HSP90 refolding inhibition in rabbit reticulocyte lysate. luciferase refolding luminescence, 3 h. inhibition, % at 5.6 µM. 0.91% of 290,000 active;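 active means inhibition above the screen-wide mean plus 3 SD, computed separately per campaign, cut at about 16% in these data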;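 further: 0% = DMSO wells and 100% = 60 µM geldanamycin wells; inhibitors lower the luminescence because luciferase stays unfolded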
# IEC-6 cytotox: counter-screen for KLF5 inhibitors: cytotoxicity in IEC-6 cells | IEC-6 cytotoxicity, luminescence viability | inhibition, % at 5 µM | 0.78% of 290,000 active | AID 1825; in the data active means inhibition above about 22%;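 further: 0% = plate median of test compound wells and 100% = cytotoxic reference compound wells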
# GSK3beta inhib: blocks human GSK3beta kinase activity | P49841 | GST-GSK3beta kinase, ADP-Glo luminescence, 60 min; active compounds read low | activity score (negative = inhibition), % at 10 µM | 0.038% of 300,000 active | AID 2097;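 active means more than half of replicate wells score below -50%, meaning over 50% inhibition versus plate controls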;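 further: 0% = median DMSO wells and -100% = median GW8510 positive control wells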
# Target sequence (P49841 whole entry, looked up): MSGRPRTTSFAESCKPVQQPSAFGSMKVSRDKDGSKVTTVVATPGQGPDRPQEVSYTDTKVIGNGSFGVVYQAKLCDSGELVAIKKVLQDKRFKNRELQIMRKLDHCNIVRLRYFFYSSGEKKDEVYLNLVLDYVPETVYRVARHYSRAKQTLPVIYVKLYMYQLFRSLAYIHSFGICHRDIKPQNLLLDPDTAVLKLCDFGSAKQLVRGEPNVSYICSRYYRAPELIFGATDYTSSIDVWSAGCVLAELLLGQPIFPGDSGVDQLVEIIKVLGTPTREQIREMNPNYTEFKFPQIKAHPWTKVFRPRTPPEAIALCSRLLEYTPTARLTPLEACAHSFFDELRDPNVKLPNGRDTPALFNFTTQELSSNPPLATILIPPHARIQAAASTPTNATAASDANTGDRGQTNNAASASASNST
#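 Assay system: GST-tagged human GSK3beta kinase, cell-free; Input: 1.6 ng GSK3beta; Medium: Tris/MgCl2 kinase buffer; Timing: 60 min enzyme reaction, room temperature; Signal: ADP-Glo luminescence quantifying ADP generated by kinase; Evaluation: score relative to plate controls; Benchmarks: DMSO neutral wells and GW8510 at 20 µM as positive.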
# HIF act: HIF pathway transcriptional activation; activation, % at 7.5 µM (by protocol); 0.32% of 300,000 active; U2OS HRE-luciferase reporter, luminescence; normalized: DMSO 0%, desferrioxamine 100%;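 active means mean activation of at least 10% of the iron chelator positive control signal, with at least half of replicates also reaching 10%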
# HSF1 inhib: HSF1 inhibition; NIH3T3-HGL HSE-luciferase, MG132-induced, luminescence 8 h; active compounds read low; activity change, negative = inhibition, % at 7.5 µM (by protocol); 0.77% of 300,000 active;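 active means more than half of replicate wells show activity change below -50%, luminescence cut by over half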;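 further: luciferase reports HSF-1 transcriptional activity via heat shock element; 0% = median of DMSO wells and -100% = zero luminescence signal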
# GSK3 alpha inh: blocks human GSK-3 alpha kinase. inhibition, % at 10 µM. 0.1% of 320,000 active. P49840. ADP-Glo luminescence, 60 min;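 in the data active means inhibition above about 50%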;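 further: GST-tagged GSK-3 alpha with peptide substrate and 25 µM ATP; 0% = DMSO neutral wells and 100% = GW8510 positive control wells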
# Target sequence (P49840 whole entry, looked up): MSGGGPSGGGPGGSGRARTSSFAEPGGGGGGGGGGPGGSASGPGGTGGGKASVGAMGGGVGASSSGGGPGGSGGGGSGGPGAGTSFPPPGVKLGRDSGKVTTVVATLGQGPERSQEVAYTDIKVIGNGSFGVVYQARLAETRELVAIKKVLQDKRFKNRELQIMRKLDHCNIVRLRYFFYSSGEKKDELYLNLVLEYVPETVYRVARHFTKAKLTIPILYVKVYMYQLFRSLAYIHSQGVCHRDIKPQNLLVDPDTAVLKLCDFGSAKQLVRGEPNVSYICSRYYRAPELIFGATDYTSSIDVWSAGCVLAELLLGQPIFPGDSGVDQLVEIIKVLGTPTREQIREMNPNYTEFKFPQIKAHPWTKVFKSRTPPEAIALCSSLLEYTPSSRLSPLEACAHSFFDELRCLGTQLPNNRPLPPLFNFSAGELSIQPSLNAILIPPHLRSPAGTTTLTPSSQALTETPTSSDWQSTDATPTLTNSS
# aSyn 5UTR inh: 5' untranslated region of α-synuclein, MLPCN primary screen; 0.82% of 300,000 active; alpha-synuclein 5'UTR reporter, inhibitor activity; inhibition, % (tested at 7.5 µM); AID 1813; in the data active means inhibition above about 60%;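 further: H4 neuroglioblastoma cells stably carrying SNCA 5'UTR luciferase fusion; 0% = DMSO wells and 100% = positive control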
# HSF1 activator: increases HSF-1 driven luciferase reporter signal; NIH3T3-HGL HSF-1 luciferase reporter, MG132, 8 h; 100% = twice DMSO control signal; 1.7% of 300,000 active; AID 504408; activation, % at 9 µM;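 active means mean replicate activation of at least 50% with a set share of replicates each reaching 50%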;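 further: 0% = median of the neutral control wells and 100% = twice that signal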
# KLF5 inhibitor: inhibitors of KLF5 expression | inhibition, % at 5 µM | DLD-1 KLF5 promoter-luciferase reporter, luminescence | 0.23% of 290,000 active;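 active means inhibition above a per-plate limit of that plate's mean compound inhibition plus 3 SD, cut at about 60% in these data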;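 further: 0% = DMSO wells and 100% = LY294002 at 200 µM; higher means less KLF5 promoter-driven luciferase light; inactives centre near -14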
# AI-2 QS modul: Vibrio harveyi AI-2 quorum sensing modulation; Vibrio harveyi JMH597 AI-2 luminescence/OD600 ratio, 9 h; active compounds read low; strain lacks LuxN and CqsS sensors; 0 = neutral-control median; activity change, % at 7.5 µM; 0.4% of 300,000 active; AID 2094; in the data active means activity change below about -75%, passing the limit was not always enough;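 further: luminescence divided by OD600 gain over 9 h not by final OD600 alone; inactives centre near 13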
# * = called active by the depositor; nt = not tested or not shown.
SMILES,HSP90 refold inh,IEC-6 cytotox,GSK3beta inhib,HIF act,HSF1 inhib,GSK3 alpha inh,aSyn 5UTR inh,HSF1 activator,KLF5 inhibitor,AI-2 QS modul
COc1ccc(/C=N/Nc2ncnc3c2[nH]c2ccc(C)cc23)c(OC)c1OC,-2,6,0,-1.7,-7,1,27,-21,-15,10
Cc1ccc(C)c(NC(=O)CN(C)C(=O)c2ccc(-c3ccc(Cl)cc3)o2)c1,nt,nt,1,0.0,9,-4,-7,37,nt,0
CC1CC(C)(C)NC(=S)N1CCCC(=O)N1CCN(c2ccc(F)cc2)CC1 (stereo unspecified),-4,-3,1,0.3,-2,-3,2,-11,14,14
O=C(Nc1cccc(C(=O)N2CCCCC2)c1)c1ccccc1Br,1,-5,1,-0.2,-4,3,2,6,-13,26
Cc1cc(=O)[nH]c(N/N=C/c2c(C)nn(-c3ccccc3)c2Cl)n1,0,2,0,-0.3,25,-2,-16,38,-27,-8
Fc1ccc(N2N=C(c3cccs3)CC2c2ccco2)c(F)c1 (stereo unspecified),0,-2,-1,0.7,-32,-1,5,-39,-20,23
Cc1ccc(Cl)cc1NC(=O)NCCN1CCCCC1,0,1,4,1.4,0,0,7,-3,-13,11
N#Cc1nc(-c2ccc(OCc3ccc(Cl)cc3)cc2)oc1N1CCC(C(N)=O)CC1,-4,-1,-1,nt,2,-1,9,6,9,21
CN1CCN(NC(=O)CN2C(=O)/C(=C/c3ccccc3F)SC2=S)CC1,-2,-5,1,0.1,3,2,-28,11,11,11
COc1cccc(-c2cc(C(=O)Nc3cccc(O)c3)no2)c1,18*,-3,1,-1.7,-8,1,14,12,-128,-43
COc1ccc(-n2c(SC3CCOC3=O)nc3ccccc3c2=O)cc1Cl (stereo unspecified),4,4,0,0.8,-3,-1,33,-7,-9,22
CCCCOc1ccc(C(=O)N/C(=C\c2cccc([N+](=O)[O-])c2)C(=O)OC(C)C)cc1,2,1,-4,0.9,5,7,-52,32,-37,-1
COc1ccccc1NC(=O)COc1ccc(/C=N/n2cnnc2)cc1OC,0,-4,0,-0.2,3,-2,-5,-7,-2,13
CCOC(=O)C1(Cc2ccc(Cl)cc2)CCN(Cc2cnc(N)nc2)CC1,0,0,4,-0.2,-3,0,-1,5,-25,33
COc1ccc(OCCCNCCc2ccccc2)cc1,-7,1,-1,-0.5,5,-1,13,-16,-28,11
Cc1ccc(OCC(=O)Nc2ccc(S(=O)(=O)Nc3ccccn3)cc2)c(C)c1,-3,-8,-1,-0.3,-1,-1,25,9,-18,-52
O=C(O)C(O)(c1ccccc1)C(O)c1ccccc1 (stereo unspecified),nt,nt,4,0.5,2,-5,-13,3,nt,38
CCCCC(=O)Nc1ccc(C(=O)Nc2cc(C(F)(F)F)ccc2Cl)cc1,3,3,2,0.4,0,8,-16,20,-6,34
Cc1ccc2c(CNCc3ccccc3)cc(=O)oc2c1,-2,28*,-1,4.3,-1,-2,-65,21,40,16
CC(C)Cc1nnc(NC(=O)CCC(=O)NCCc2ccccc2)s1,1,8,-4,0.0,-1,4,25,0,0,2
COCCNC(=O)c1ccc(CS(=O)(=O)c2ccccc2)o1,0,1,-1,-1.0,-10,-3,-24,-4,-10,18
O=C(C1CC(=O)N(c2ccccc2)C1)N1CCC(c2nc3ccccc3[nH]2)CC1 (stereo unspecified),nt,nt,-1,-0.3,-3,0,0,1,nt,19
Cc1ccc(C(=O)CSc2nnc(-c3ccccc3)n2-c2ccccc2)o1,1,2,2,-0.3,1,-1,-7,9,-5,-9
Cc1cc2ncc(S(=O)(=O)C(C)(C)C)c(N)n2n1,1,0,0,-0.5,-10,nt,29,-19,-8,13
CC1CC1C(=O)OCC(=O)Nc1cccc(S(=O)(=O)NC2=NCCCCC2)c1 (stereo unspecified),0,-2,1,-0.1,8,-3,-6,-2,-37,18
CC(C(=O)N1CCc2ccccc21)N1CCN(Cc2ccccc2)CC1 (stereo unspecified),1,-2,-1,1.8,0,-2,-14,19,-11,3
COC(=O)Cc1c(CSc2ccccc2)oc2ccc(O)c(CN(C)C)c12,1,2,1,-0.5,12,2,-20,16,-16,6
CC1CCN(C(=O)CNC(=O)Cn2ccc3ccccc3c2=O)CC1,3,7,1,0.0,3,-1,14,22,-8,43
Cc1nc(NCCNC(=O)c2ccco2)c2c(C)c(C)sc2n1,1,-1,nt,nt,nt,-1,nt,nt,-37,nt
c1ccc(Oc2nc(-c3cccnc3)nc3ccccc23)cc1,-2,7,0,-0.6,-4,-2,28,14,-7,24
Cc1csc(SCC(=O)c2cc(C)n(Cc3cccs3)c2C)n1,65*,0,-3,-3.6,-46,-1,73*,-56,-33,-7
CC(=O)Nc1cccc(Oc2ccc3c(c2)C(=O)N(CCC(=O)O)C3=O)c1,-1,-2,-1,-0.2,5,14,6,7,-29,18
O=C(CCC(=O)N(CC(=O)NC1CCCC1)c1ccccc1F)Nc1nccs1,-1,-3,1,-0.4,-3,3,10,-9,-8,12
O=C(NCC1CCCO1)c1cccs1 (stereo unspecified),3,6,-2,nt,nt,1,nt,nt,15,14
COc1cc(/C=N/N=C2/NC(=O)C(CC(=O)O)S2)ccc1OCc1ccc(Cl)cc1 (stereo unspecified),-4,-2,3,3.0,16,-2,-149,39,-34,4
CCCS(=O)(=O)c1c(S(=O)(=O)CCC)c2c(N)cccn2c1C(=O)c1ccc(F)cc1,-8,-6,4,-0.1,-2,0,14,10,-29,23
O=C(CN1C(=O)S/C(=C\c2ccccc2Cl)C1=O)NC1C=CS(=O)(=O)C1 (stereo unspecified),4,10,1,0.3,-1,-1,-84,-11,-33,11
O=C(O)c1ccccc1NC(=O)C(Cc1ccccc1)N1C(=O)c2ccccc2C1=O (stereo unspecified),-5,-5,3,0.1,5,-6,-3,0,-15,18
COc1ccc(CCNS(=O)(=O)c2cnc(Cl)c(Br)c2)cc1OC,6,0,-1,-0.3,-1,1,-21,-17,-22,24
Cn1nc(C(=O)N2CCN(S(=O)(=O)c3ccccc3)CC2)c2ccccc2c1=O,-1,-4,0,-12,-3,1,5,-6,-36,109
Cc1nc2ccccc2nc(C)c1=NO,-4,-1,-4,3.2,4,1,-47,13,-27,13
Cc1cccc(N=C(NO)c2nonc2N)c1,1,1,0,-0.8,1,-2,7,-3,1,1
COc1ccc(CNC(=O)CN(c2cccc(OC)c2)S(C)(=O)=O)cc1,1,5,0,-0.3,0,1,11,6,-7,18
COC(=O)c1ccccc1NC(=O)CC(=O)Nc1ccccc1C(=O)OC,1,8,0,0.1,1,-2,-64,27,11,13
Cc1ccccc1Cn1nc(C)c(NC(=O)c2noc3c2CCc2ccccc2-3)c1C,2,-5,0,-0.2,10,-1,35,9,-26,29
CCOC(=O)CCSCC(=O)N1N=C(c2cccs2)CC1c1ccc(C)cc1 (stereo unspecified),-1,-5,4,0.4,8,0,14,8,-15,31
CCOC(=O)CSc1nnc(CSc2nc3sc4c(c3c(=O)[nH]2)CCC4)n1-c1ccccc1,6,-2,2,-0.3,-1,1,7,-3,-1,18
N#Cc1cccnc1N1CCN(C(=O)c2ccc3c(c2)S(=O)(=O)c2ccccc2C3=O)CC1,nt,nt,-2,-0.3,-6,-2,35,-14,nt,9
COc1cccc(CNC23CC4CC(CC(C4)C2)C3)c1OCc1ccccc1,6,4,-3,0.0,-9,1,-25,-12,-21,23
Fc1ccc(CNCc2ccc3c(c2)OCO3)cc1,1,-9,-2,1.1,-4,-4,-4,7,-37,0
COc1ccc(-c2nnc3sc(-c4cccs4)nn23)cc1OC,3,4,3,0.1,8,-3,-28,13,0,18
CCOC(=O)c1cc2sccc2n1CC(=O)O,1,0,-1,0.1,nt,-4,10,nt,-25,-2
CCOc1cc(C(c2c(C)[nH][nH]c2=O)c2c(C)[nH][nH]c2=O)ccc1O,-1,0,4,-0.3,-7,-4,14,-29,-20,13
C/C(=N\NC(=O)c1cccc(C)c1)c1cccc(NC(=O)c2ccco2)c1,2,10,3,0.8,1,3,-4,0,-26,5
O=C(Cc1ccc(-n2cccc2)cc1)N1CCc2ccccc21,-1,-1,-1,0.6,8,0,-58,34,-19,1
Cc1cc(C(=O)NNS(=O)(=O)c2ccc(F)cc2)nn1C(C)(C)C,3,4,0,-0.6,-71*,-2,18,-79,-17,9
CS(=O)(=O)c1ccccc1C(=O)Nc1cccc(-c2nc3ccccc3o2)c1,-1,1,-1,0.9,2,5,-8,-2,-25,16
COC(=O)c1ccccc1OC(=O)c1cc2ccccc2oc1=O,-1,4,2,-12,-3,6,6,3,-12,11
COc1ccc(-c2cc(C(=O)NCc3ccco3)c3ccccc3n2)cc1OC,nt,nt,-1,0.4,0,-4,-20,-6,nt,7
CCOc1cc(/C=N/NC(=O)c2ccc(N(C)S(=O)(=O)c3ccccc3)cc2)ccc1OC,3,2,3,-0.2,13,4,-4,44,-13,6

# Reprinted from the part before: 3 compounds; new compounds follow.
SMILES,HSP90 refold inh,IEC-6 cytotox,GSK3beta inhib,HIF act,HSF1 inhib,GSK3 alpha inh,aSyn 5UTR inh,HSF1 activator,KLF5 inhibitor,AI-2 QS modul
COC(=O)c1ccccc1OC(=O)c1cc2ccccc2oc1=O,-1,4,2,-12,-3,6,6,3,-12,11
COc1ccc(-c2cc(C(=O)NCc3ccco3)c3ccccc3n2)cc1OC,nt,nt,-1,0.4,0,-4,-20,-6,nt,7
CCOc1cc(/C=N/NC(=O)c2ccc(N(C)S(=O)(=O)c3ccccc3)cc2)ccc1OC,3,2,3,-0.2,13,4,-4,44,-13,6
CCOC(=O)C1CCN(C(=O)c2cc3cc(Br)ccc3oc2=O)CC1,0,5,2,0.3,-6,-11,-2,12,1,37
CC(C(=O)NC1CCCc2ccccc21)N1CCN(Cc2ccc3c(c2)OCO3)CC1 (stereo unspecified),-1,4,2,-0.5,-6,0,7,3,-17,11
Cc1sc2nc(CSc3nnnn3-c3ccc(Cl)cc3)[nH]c(=O)c2c1C,0,2,1,0.1,19,nt,-5,35,2,44
O=[N+]([O-])c1cccnc1N1CCC(c2cc(-c3ccc(Cl)cc3)n[nH]2)CC1,1,8,3,-4.0,3,1,-4,15,-30,13
Cc1ccc(C2C(C(=O)c3cc4ccccc4o3)=C(O)C(=O)N2CCN2CCOCC2)cc1 (stereo unspecified),-4,-4,-4,0.2,-4,-3,16,-1,-32,-5
C#CC[N+](C)(C)CCCCCCCCC,-2,-9,3,0.0,-7,0,65*,-13,-10,17
COC(=O)Cn1ccc2cc(S(=O)(=O)N3CCCCCC3)ccc21,3,-2,1,-0.1,-1,-2,0,-18,-25,34
O=C(Cn1cccc1C(=O)c1ccccc1)NCCC1=CCCCC1,1,1,-1,-0.2,-2,-3,9,7,-11,1
COc1ccc(CNC(=O)COC(=O)c2ccc(OCc3c(C)noc3C)cc2)cc1OC,-4,8,2,1.3,-4,-2,20,-3,-34,-4
COc1cc(/C=C/C(=O)O)ccc1OCc1ccc([N+](=O)[O-])cc1,3,-5,-1,-1.6,10,0,-26,26,-17,16
Cc1cccn2cc(CNc3ccccc3)nc12,-3,-1,-2,1.2,-6,0,-73,8,-71,-43
